MEKK2wt PB1 HTS: raises or lowers MEK5 binding to wildtype human MEKK2 PB1 domain. Q9Y2U5. bead flow cytometry, Alexa488-MEK5 binding to MEKK2 WT; actives lie on both sides. binding response (% of control), % at 10 µM. 290,000 compounds, 1.1% hits. AID 1531; in the data active = binding response below about 67% or above about 130%
OXTR ag: agonists of human oxytocin receptor. CHO-OTR cells, Fluo-8 calcium fluorescence; normalized: DMSO 0%, oxytocin 100%. activation, % at 3 µM. 320,000 compounds, 0.32% hits. P30559;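 active = activation above the mean of all tested compounds plus 3 SD, cutoff set per screening run, cut at about 20% in these data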;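 note: peak over basal fluorescence ratio from a 100 s FLIPR kinetic read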
Target sequence (P30559 whole entry, looked up): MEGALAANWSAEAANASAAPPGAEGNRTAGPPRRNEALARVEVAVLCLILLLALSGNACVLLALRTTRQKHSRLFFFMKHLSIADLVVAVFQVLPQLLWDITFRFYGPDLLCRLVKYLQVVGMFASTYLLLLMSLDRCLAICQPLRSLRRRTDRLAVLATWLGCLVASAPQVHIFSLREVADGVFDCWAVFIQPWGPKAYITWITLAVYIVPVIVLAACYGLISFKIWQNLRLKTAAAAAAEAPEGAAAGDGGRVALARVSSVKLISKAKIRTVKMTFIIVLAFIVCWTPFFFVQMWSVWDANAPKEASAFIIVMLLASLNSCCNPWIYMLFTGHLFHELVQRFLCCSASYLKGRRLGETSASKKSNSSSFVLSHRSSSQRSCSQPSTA
NALP1 yeast inh: inhibitors of NALP1 inflammasome in yeast; 280,000 compounds, 0.61% hits; inhibition, % at 10 µM; AID 2071; S. cerevisiae NALP1/ASC/caspase-1 growth, X-gal OD620, 72 h; in the data active = inhibition mostly above about 24%, no sharp cut-off; inactive = mostly below about 32%; note: some compounds called inactive have numbers as strong as hits
DNA FID counter: fluorescent intercalator displacement, NS3 helicase counter-screen. DNA fluorescent intercalator displacement, fluorescence. 290,000 compounds, 0.17% hits. inhibition, % at 7.9 µM; in the data active = inhibition above about 37%;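 note: 0% = vehicle and 100% = reference compound; higher means more ethidium bromide displaced from hairpin DNA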
PHOSPHO1 inh: blocks human PHOSPHO1 phosphatase activity | Q8TCT1 | recombinant PHOSPHO1, absorbance phosphatase assay | inhibition, % at 13.3 µM | 290,000 compounds, 1.1% hits | AID 1565; in the data active = inhibition above about 60%
GPR7 antag: blocks human GPR7 receptor signaling; P48145; GPR7-expressing cells, fluorescence antagonist assay; inhibition, % at 4.4 µM; 290,000 compounds, 1.1% hits; in the data active = inhibition above about 16%, passing the limit was not always enough;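 note: cells stimulated with the agonist NPW; 0% = agonist with vehicle and 100% = vehicle without agonist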
MEKK3 PB1 HTS: raises or lowers MEK5 binding to the human MEKK3 PB1 domain; Q99759; bead-based flow cytometry, Alexa488-MEK5 binding to MEKK3; actives lie on both sides; 0 = blocked by unlabeled MEK5, 100 = vehicle; binding response (% of control), % at 10 µM; 290,000 compounds, 1.4% hits; AID 1529;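 active = binding response more than 3 SD above or below the average of its plate-row segment, actives on both sides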;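 note: Alexa488 bead fluorescence after subtracting the streptavidin-only scavenger bead signal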
Target sequence (Q99759 whole entry, looked up, the tested form may be a part): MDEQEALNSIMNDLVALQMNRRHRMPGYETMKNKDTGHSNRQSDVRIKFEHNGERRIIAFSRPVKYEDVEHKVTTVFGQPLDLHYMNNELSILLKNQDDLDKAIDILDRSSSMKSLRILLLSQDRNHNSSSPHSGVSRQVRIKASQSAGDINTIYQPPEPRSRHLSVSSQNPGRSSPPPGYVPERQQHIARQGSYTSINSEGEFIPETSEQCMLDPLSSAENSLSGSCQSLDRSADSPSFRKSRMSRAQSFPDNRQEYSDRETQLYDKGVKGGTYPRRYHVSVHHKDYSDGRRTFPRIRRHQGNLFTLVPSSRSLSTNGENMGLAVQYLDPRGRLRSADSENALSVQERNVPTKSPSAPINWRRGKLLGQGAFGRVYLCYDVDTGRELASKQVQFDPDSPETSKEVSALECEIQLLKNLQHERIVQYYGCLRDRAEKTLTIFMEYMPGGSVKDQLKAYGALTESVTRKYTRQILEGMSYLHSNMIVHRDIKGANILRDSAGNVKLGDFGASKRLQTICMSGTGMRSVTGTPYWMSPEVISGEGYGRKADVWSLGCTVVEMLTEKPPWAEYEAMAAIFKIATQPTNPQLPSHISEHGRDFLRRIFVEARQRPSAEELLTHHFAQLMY
MEKK2 mut-MEK5: signal of MEK5 binding to mutant human MEKK2 PB1 domain. bead flow cytometry, Alexa488-MEK5 binding to MEKK2 mutant. 290,000 compounds, 0.35% hits. percent response, % at 10 µM; in the data active = percent response above about 24%, passing the limit was not always enough; note: inactives centre near 1; some results filed as inactive read as strong as hits; reference of the scale not given here
PfM18AAP inh: blocks P. falciparum M18 aspartyl aminopeptidase | inhibition, % at 7.35 µM | AID 1822 | recombinant PfM18AAP, H-Glu-NHMec fluorogenic cleavage | 290,000 compounds, 1.2% hits;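 active = inhibition above the campaign mean inhibition over all tested compounds plus 3 SD, cut at about 28% in these data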;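 note: 0% = plate median of test compound wells and 100% = 2 mM ZnCl2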
An asterisk follows results filed as active. An unsorted share of the library. About 6.2% of those tested had a hit in this group.

For Cc1ccc(S(=O)(=O)NCCC(=O)NCCN2CCCCCC2)cc1 the results were MEKK2wt PB1 HTS 227*, OXTR ag -0.1, NALP1 yeast inh 3, DNA FID counter 2, PHOSPHO1 inh 7, GPR7 antag -10, MEKK3 PB1 HTS 102, MEKK2 mut-MEK5 54* and PfM18AAP inh 2.
For Cc1ccc(C(=O)CSc2nnc(CNc3ccc(F)cc3)o2)cc1 the results were MEKK2wt PB1 HTS 100, OXTR ag 3.5, NALP1 yeast inh -12, DNA FID counter -17, PHOSPHO1 inh -5, GPR7 antag -2, MEKK3 PB1 HTS 102, MEKK2 mut-MEK5 4 and PfM18AAP inh 3.
Screening COc1cccc(NC(=O)CSc2nnc(-c3ccoc3C)n2CC2CCCO2)c1 (stereo unspecified) returned MEKK2wt PB1 HTS 109, OXTR ag -0.2, NALP1 yeast inh -11, DNA FID counter -16, PHOSPHO1 inh 9, GPR7 antag 0, MEKK3 PB1 HTS 102, MEKK2 mut-MEK5 0 and PfM18AAP inh 6.
For Cc1ccc(CN2CCNC(=O)C2CC(=O)NCc2csc(C(C)C)n2)cc1 (stereo unspecified) the results were MEKK2wt PB1 HTS 113, OXTR ag 0.0, NALP1 yeast inh -5, DNA FID counter -22, PHOSPHO1 inh 33, GPR7 antag 7, MEKK3 PB1 HTS 97, MEKK2 mut-MEK5 4 and PfM18AAP inh 2.
For CCOC(=O)c1sc(NC(=O)C(CC)Sc2nc3ccccc3[nH]2)nc1C (stereo unspecified) the results were MEKK2wt PB1 HTS 102, OXTR ag -1.4, DNA FID counter 2, GPR7 antag -10, MEKK3 PB1 HTS 104, MEKK2 mut-MEK5 11 and PfM18AAP inh 0.
`O=S(=O)(NCCCN1CCOCC1)c1ccc(Cl)cc1` gave MEKK2wt PB1 HTS 96, OXTR ag 0.3, NALP1 yeast inh 16, DNA FID counter -6, PHOSPHO1 inh 12, GPR7 antag -5, MEKK3 PB1 HTS 100, MEKK2 mut-MEK5 1 and PfM18AAP inh 4.
COc1ccc(/C=N/OCC(=O)N=Nc2c(O)[nH]c3ccc(Br)cc23)cc1OC was read as MEKK2wt PB1 HTS 95, OXTR ag -1.0, NALP1 yeast inh 37, DNA FID counter -4, PHOSPHO1 inh 3, GPR7 antag -7, MEKK3 PB1 HTS 98, MEKK2 mut-MEK5 -2 and PfM18AAP inh -2.
Screening Fc1ccc(Nc2ncnc3ccccc23)cc1 returned MEKK2wt PB1 HTS 99, OXTR ag 0.0, NALP1 yeast inh 14, DNA FID counter 1, PHOSPHO1 inh 15, GPR7 antag -2, MEKK3 PB1 HTS 98, MEKK2 mut-MEK5 1 and PfM18AAP inh 2.
For COCCN(C(=O)CSc1nc2ccc(C)cc2[nH]1)c1c(N)n(Cc2ccccc2)c(=O)[nH]c1=O the results were MEKK2wt PB1 HTS 105, OXTR ag 0.2, NALP1 yeast inh -3, DNA FID counter -23, PHOSPHO1 inh -15, GPR7 antag -7, MEKK3 PB1 HTS 102, MEKK2 mut-MEK5 1 and PfM18AAP inh -13.
For COc1ccc(-c2noc(COc3ccc4ccccc4c3Br)n2)cc1OC the results were MEKK2wt PB1 HTS 99, OXTR ag 2.0, DNA FID counter 0, PHOSPHO1 inh -4, GPR7 antag 21*, MEKK3 PB1 HTS 99, MEKK2 mut-MEK5 -2 and PfM18AAP inh -7.
Screening CCc1ccc(CN(C(=O)c2cccs2)C2CCS(=O)(=O)C2)cc1 (stereo unspecified) returned MEKK2wt PB1 HTS 99, OXTR ag 1.4, NALP1 yeast inh 0, DNA FID counter -35, PHOSPHO1 inh 24, GPR7 antag 4, MEKK3 PB1 HTS 101, MEKK2 mut-MEK5 -5 and PfM18AAP inh -2.
Cc1ccc(NC(=O)C(NC2CCCC2)c2ccccc2)cc1Cl (stereo unspecified) was read as MEKK2wt PB1 HTS 142*, OXTR ag 0.5, NALP1 yeast inh 0, DNA FID counter 0, PHOSPHO1 inh -1, GPR7 antag -9, MEKK3 PB1 HTS 105, MEKK2 mut-MEK5 37 and PfM18AAP inh 5.
For COc1ccccc1CNC(=O)CSc1ccccc1 the results were MEKK2wt PB1 HTS 95, OXTR ag -1.8, NALP1 yeast inh -26, DNA FID counter -6, PHOSPHO1 inh 18, GPR7 antag 2, MEKK3 PB1 HTS 97, MEKK2 mut-MEK5 -2 and PfM18AAP inh 2.
Cc1cc2ncn(C(=O)c3cc(-c4ccccc4)nc4ccccc34)c2cc1C was read as MEKK2wt PB1 HTS 95, OXTR ag -2.1, NALP1 yeast inh 37, DNA FID counter -4, PHOSPHO1 inh -10, GPR7 antag -7, MEKK3 PB1 HTS 104, MEKK2 mut-MEK5 3 and PfM18AAP inh -11.
Screening CCOc1ccc(-c2cc(C(=O)N/N=C/c3cccnc3)c3ccccc3n2)cc1 returned MEKK2wt PB1 HTS 102, OXTR ag 2.1, NALP1 yeast inh 7, DNA FID counter -32, PHOSPHO1 inh 9, GPR7 antag -3, MEKK3 PB1 HTS 105, MEKK2 mut-MEK5 3 and PfM18AAP inh 3.

Molecules listed so far that have fluorine, in the order listed:
For Cc1ccc(C(=O)CSc2nnc(CNc3ccc(F)cc3)o2)cc1 the results were MEKK2wt PB1 HTS 100, OXTR ag 3.5, NALP1 yeast inh -12, DNA FID counter -17, PHOSPHO1 inh -5, GPR7 antag -2, MEKK3 PB1 HTS 102, MEKK2 mut-MEK5 4 and PfM18AAP inh 3.
Screening Fc1ccc(Nc2ncnc3ccccc23)cc1 returned MEKK2wt PB1 HTS 99, OXTR ag 0.0, NALP1 yeast inh 14, DNA FID counter 1, PHOSPHO1 inh 15, GPR7 antag -2, MEKK3 PB1 HTS 98, MEKK2 mut-MEK5 1 and PfM18AAP inh 2.

Next results.
For CC(C)CCNC(=O)Cn1c2c(c(-c3ccccc3Cl)cc1=O)CCC2 the results were MEKK2wt PB1 HTS 109, OXTR ag -2.2, NALP1 yeast inh 26, DNA FID counter -29, PHOSPHO1 inh -2, GPR7 antag -8, MEKK3 PB1 HTS 110, MEKK2 mut-MEK5 7 and PfM18AAP inh -12.
Screening CN1CCc2nc(SCC(=O)Nc3ccc(OC(F)(F)F)cc3)c(C#N)c(-c3cccs3)c2C1 returned MEKK2wt PB1 HTS 120, OXTR ag -0.7, NALP1 yeast inh 23, DNA FID counter 20, PHOSPHO1 inh 14, GPR7 antag 11, MEKK3 PB1 HTS 106, MEKK2 mut-MEK5 3 and PfM18AAP inh 3.
`COc1ccc(OC)c2sc(N(CCN(C)C)C(=O)/C=C/c3cccs3)nc12` gave MEKK2wt PB1 HTS 109, OXTR ag 6.8, NALP1 yeast inh 4, DNA FID counter 44*, PHOSPHO1 inh 1, GPR7 antag 31*, MEKK3 PB1 HTS 101, MEKK2 mut-MEK5 2 and PfM18AAP inh 1.
Screening Cc1cn(-c2ccc(Br)cc2)[nH]c1=O returned MEKK2wt PB1 HTS 101, OXTR ag -2.1, NALP1 yeast inh 22, DNA FID counter -3, PHOSPHO1 inh -7, GPR7 antag -8, MEKK3 PB1 HTS 105, MEKK2 mut-MEK5 4 and PfM18AAP inh -5.
Nc1ccc(S(=O)(=O)C(F)(F)F)cc1N was read as MEKK2wt PB1 HTS 94, OXTR ag 2.0, NALP1 yeast inh -55, DNA FID counter -4, PHOSPHO1 inh 24, GPR7 antag -11, MEKK3 PB1 HTS 100, MEKK2 mut-MEK5 -4 and PfM18AAP inh -1.
For O=C(NC(Cc1ccccc1)C(=O)NCCc1ccccn1)c1cccs1 (stereo unspecified) the results were MEKK2wt PB1 HTS 110, OXTR ag 0.5, NALP1 yeast inh 31, DNA FID counter -11, PHOSPHO1 inh -11, GPR7 antag -7, MEKK3 PB1 HTS 109, MEKK2 mut-MEK5 7 and PfM18AAP inh -6.
C(=N\N1CCN(C2c3ccccc3-c3ccccc32)CC1)/c1cccnc1 was read as MEKK2wt PB1 HTS 109, OXTR ag 1.4, NALP1 yeast inh -3, DNA FID counter -13, PHOSPHO1 inh 0, GPR7 antag 1, MEKK3 PB1 HTS 106, MEKK2 mut-MEK5 11 and PfM18AAP inh -3.
CN(C)c1nc(SCc2ccc(Cl)cc2)nc2c1CCCC2 was read as MEKK2wt PB1 HTS 99, OXTR ag -0.4, NALP1 yeast inh 39, DNA FID counter -4, PHOSPHO1 inh 25, GPR7 antag -10, MEKK3 PB1 HTS 96, MEKK2 mut-MEK5 -6 and PfM18AAP inh 0.
`CCOc1ccc(S(=O)(=O)Nc2cnc3ccccc3c2)cc1` gave MEKK2wt PB1 HTS 99, OXTR ag 5.3, NALP1 yeast inh 17, DNA FID counter -20, PHOSPHO1 inh 24, GPR7 antag -4, MEKK3 PB1 HTS 99, MEKK2 mut-MEK5 4 and PfM18AAP inh 2.
For CCn1nnnc1SCC(=O)Nc1ccc(OCc2ccccc2)cc1 the results were MEKK2wt PB1 HTS 107, OXTR ag 1.5, NALP1 yeast inh 3, DNA FID counter -1, PHOSPHO1 inh 8, GPR7 antag -14, MEKK3 PB1 HTS 100, MEKK2 mut-MEK5 8 and PfM18AAP inh -1.
Screening Cc1ccc(-c2nn(-c3ccccc3)cc2CN(Cc2ccccc2)C(=O)c2ccco2)o1 returned MEKK2wt PB1 HTS 105, OXTR ag 0.4, NALP1 yeast inh -3, DNA FID counter -21, PHOSPHO1 inh 9, GPR7 antag 8, MEKK3 PB1 HTS 104, MEKK2 mut-MEK5 5 and PfM18AAP inh -54.
`CN(C(=O)CC1C(=O)NCCN1Cc1ccc2ccccc2c1)C1CCOCC1` (stereo unspecified) gave MEKK2wt PB1 HTS 105, OXTR ag 2.5, NALP1 yeast inh 6, DNA FID counter -11, PHOSPHO1 inh 9, GPR7 antag -5, MEKK3 PB1 HTS 103, MEKK2 mut-MEK5 5 and PfM18AAP inh 9.
`COc1ccc(NC(=O)CCNC(=O)c2ccco2)cc1Cl` gave MEKK2wt PB1 HTS 105, OXTR ag 0.2, NALP1 yeast inh 2, DNA FID counter -4, PHOSPHO1 inh 40, GPR7 antag -5, MEKK3 PB1 HTS 102, MEKK2 mut-MEK5 1 and PfM18AAP inh 4.
CN(CC1CCCO1)S(=O)(=O)c1ccc(C(=O)Nc2nc(-c3ccccn3)cs2)cc1 (stereo unspecified) was read as MEKK2wt PB1 HTS 100, OXTR ag 11, NALP1 yeast inh 3, DNA FID counter -31, PHOSPHO1 inh -1, GPR7 antag -13, MEKK3 PB1 HTS 97, MEKK2 mut-MEK5 1 and PfM18AAP inh 9.
`CCCN1Cc2cccc(C(=O)N3CCN(c4cc(Cl)ccc4C)CC3)c2C1=O` gave MEKK2wt PB1 HTS 94, OXTR ag -0.2, NALP1 yeast inh 14, DNA FID counter -9, PHOSPHO1 inh 15, GPR7 antag -8, MEKK3 PB1 HTS 94, MEKK2 mut-MEK5 -5 and PfM18AAP inh -3.
CCOC(=O)C1CCN(C(=O)C2c3ccccc3C(=O)N(C)C2c2ccc(OC)cc2)CC1 (stereo unspecified) was read as MEKK2wt PB1 HTS 102, OXTR ag -0.5, NALP1 yeast inh 2, DNA FID counter -33, PHOSPHO1 inh 17, GPR7 antag -12, MEKK3 PB1 HTS 101, MEKK2 mut-MEK5 6 and PfM18AAP inh -3.
Cc1ccc2nc(/C(C#N)=C/c3cn[nH]c3-c3ccc(F)cc3)[nH]c2c1 was read as MEKK2wt PB1 HTS 95, OXTR ag -1.7, NALP1 yeast inh 15, DNA FID counter -5, PHOSPHO1 inh 19, GPR7 antag 15, MEKK3 PB1 HTS 102, MEKK2 mut-MEK5 1 and PfM18AAP inh -13.
Screening COc1cc(/C=C/C(=O)c2ccc(C)c([N+](=O)[O-])c2)cc(OC)c1O returned MEKK2wt PB1 HTS 119, OXTR ag 2.6, NALP1 yeast inh 40, DNA FID counter 0, PHOSPHO1 inh -8, GPR7 antag -10, MEKK3 PB1 HTS 101, MEKK2 mut-MEK5 10 and PfM18AAP inh -22.

Compound activity as filed in PubChem BioAssay.
